FLuc inh – Firefly luciferase inhibition profiling of diverse chemical library using quantitative high-throughput screening | Luciferin 4-monooxygenase (Photinus pyralis), P08659 | purified P. pyralis luciferase, luminescence, biochemical | Potency, µM (series often up to 115 µM), without a hit: at the highest dose activity change, negative = inhibition, usual class: inhibitors | 76,000 compounds, 2.5% hits | AID 1347043, 2019; note: potency is the fitted concentration of half-maximal effect; nearly all actives have a fitted effect of over 65% in size
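Inhibitors were tested against purified firefly luciferase in a biochemical, low-substrate format (both substrates at 10uM) and luminescence measured with a CCD imager.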
SNCA expr inh – Primary qHTS assay for inhibitors of alpha-synuclein gene (SNCA) expression | 140,000 compounds, 0.17% hits | Potency, µM (titrated, usually from 57.2 µM), for inactives: at the highest dose activity change, negative = inhibition, usual class: inhibitors | HEK-293 SNCA-luciferase knock-in, luminescence, 24 h;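 note: potency is the fitted concentration of half-maximal effect; plate controls were DMSO cells for no effect and cell-free wells for full effect; nearly all actives have a fitted effect of over 45% in size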
HEK cytotox – Cytotoxic Profiling in HEK 293 Cell Line of Diverse Libraries Using Quantitative High-Throughput Screening; Potency, µM (highest dose often 115 µM), for the others: at the highest dose activity change, negative = cytotoxicity, usual class: inhibitors; HEK 293 viability, ATP luminescence (CellTiter-Glo), 48-72 h; 94,000 compounds, 6.6% hits; note: potency is the fitted concentration of half-maximal effect; nearly all actives have a fitted effect of over 60% in size
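ATP-coupled CellTiter-Glo luminescence served as viability read-out, recorded 10 min after reagent addition at room temperature. HEK 293 cells, 250 cells/well, had been incubated with pintool-transferred compound for 48 or 72 hr at 37 degree Celsius.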
IP6K1 inh – Primary qHTS assay for small molecule inhibitors of Inositol hexaphosphate kinase 1 (IP6K1); IP6K1 kinase, ADP-Glo luminescence, 2 h; hits give low values; activity change, % (series mostly up to about 58 µM); 140,000 compounds, 0.81% hits; in the data active = activity change below about -25%
Target sequence (Q92551 whole entry, looked up): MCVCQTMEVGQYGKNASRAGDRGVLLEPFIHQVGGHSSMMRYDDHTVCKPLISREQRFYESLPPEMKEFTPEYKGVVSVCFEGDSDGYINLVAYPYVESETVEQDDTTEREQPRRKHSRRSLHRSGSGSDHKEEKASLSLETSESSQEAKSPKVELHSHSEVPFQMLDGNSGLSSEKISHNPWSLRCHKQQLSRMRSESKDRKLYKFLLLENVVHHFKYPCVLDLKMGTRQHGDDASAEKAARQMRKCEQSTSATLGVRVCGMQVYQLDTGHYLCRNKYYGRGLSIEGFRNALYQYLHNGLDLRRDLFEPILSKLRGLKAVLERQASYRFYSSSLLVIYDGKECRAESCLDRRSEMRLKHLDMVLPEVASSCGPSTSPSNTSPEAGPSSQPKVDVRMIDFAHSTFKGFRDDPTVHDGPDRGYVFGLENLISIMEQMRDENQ
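ADP-Glo luminescence measures ADP made by human IP6K1 during a 2 h RT reaction with ATP/IP6 (mix at 1.3 mM/130 uM); top library doses 57.5 and 19.1 uM final.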
GPT2 inhibitor – Primary qHTS assay for inhibitors of Glutamate pyruvate transaminase 2 (GPT2). Recombinant GPT2, coupled pyruvate oxidase/HRP Amplex Red fluorescence. Potency, µM (doses to about 57.7 µM), inactives show top-dose activity change, negative = inhibition, usual class: inhibitors. 100,000 compounds, 0.25% hits. AID 1671188, 2021; note: potency is the fitted concentration of half-maximal effect; nearly all actives have a fitted effect of over 60% in size; many of its hits are not listed in these tables
Target sequence (Q8TD30 whole entry, looked up): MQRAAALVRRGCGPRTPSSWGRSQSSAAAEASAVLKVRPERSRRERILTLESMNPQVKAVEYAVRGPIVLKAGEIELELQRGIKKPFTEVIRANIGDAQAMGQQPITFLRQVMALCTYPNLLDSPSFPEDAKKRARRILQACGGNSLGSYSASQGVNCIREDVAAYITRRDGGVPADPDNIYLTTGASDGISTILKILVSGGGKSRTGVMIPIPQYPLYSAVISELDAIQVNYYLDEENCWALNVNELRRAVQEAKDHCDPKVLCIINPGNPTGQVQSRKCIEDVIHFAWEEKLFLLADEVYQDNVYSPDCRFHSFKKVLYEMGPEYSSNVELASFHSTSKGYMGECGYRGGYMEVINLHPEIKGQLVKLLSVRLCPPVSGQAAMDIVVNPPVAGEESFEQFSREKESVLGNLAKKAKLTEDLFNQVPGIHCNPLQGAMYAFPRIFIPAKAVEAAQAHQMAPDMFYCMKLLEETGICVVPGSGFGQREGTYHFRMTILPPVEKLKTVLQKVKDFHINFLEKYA
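GPT2 10ng/uL, a-KG 250uM, L-Ala 2mM, HEPES pH7.5 + 0.0001% Tween; 30 min RT. Then Amplex mix (PO/HRP/ThPP), 30 min RT dark, fluorescence. AOA 50uM used as positive control.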
SNCA viab count – GF-AFC viability counterscreen for inhibitors of alpha-synuclein gene (SNCA) expression; 150,000 compounds, 0.12% hits; AID 1671193, 2021; Potency, µM (highest dose often 57.1 µM), without a hit: at the highest dose activity change, negative = cytotoxicity, hits mostly cytotoxic; HEK-293-SNCA-luc viability, GF-AFC fluorescence, 24 h;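 note: potency is the fitted concentration of half-maximal effect; 0% = DMSO-treated cells and -100% = medium-only wells without cells; nearly all actives have a fitted effect of over 30% in size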
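Cytotoxicity counterscreen: after 24 h compound treatment of genome-edited SNCA-luciferase HEK-293 cells, live-cell protease substrate GF-AFC read by fluorescence after 30 min; activity scaled between DMSO (0%) and medium-only (-100%), curves Hill-fitted.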
3T3 cytotox – Cytotoxic Profiling in NIH 3T3 Cell Line of Diverse Libraries Using Quantitative High-Throughput Screening | NIH 3T3 viability, CellTiter-Glo ATP luminescence, 48-72 h | Potency, µM (series often up to 96.7 µM), without a hit: at the top dose activity change, negative = cytotoxicity, hits mostly inhibitors | 94,000 compounds, 4.3% hits | AID 1345082, 2018; note: potency is the fitted concentration of half-maximal effect; nearly all actives have a fitted effect of over 55% in size
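Cells were seeded at 400 per well, treated with pin-transferred compound, and kept 48 or 72 hr at 37 °C before CellTiter-Glo addition and luminescence imaging of cellular ATP.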
Starred values were filed as active, the others as inactive; i = inactive; ? = inconclusive; . = no result given; & = joins results of further samples; [ ] = remark or other dose. Unless noted, calls come from the whole dose curve; as a rule, active = well fitted curve in the direction sought with a large enough effect; inconclusive = small, poorly fitted or top-dose-only effect, or another doubt; inactive = no such curve, though single readings can be large; an effect the other way counts as inactive or inconclusive. Unless noted, % is set by controls: 0 for no effect and ±100 for the full control effect. Only part of the results is shown, so the mix of outcomes need not match the whole.

SMILES | FLuc inh | SNCA expr inh | HEK cytotox | IP6K1 inh | GPT2 inhibitor | SNCA viab count | 3T3 cytotox
COC(=O)c1c(NC(C)=O)c2cc(NC3CCCC(C)(C)C3)cnc2n1CC1CCCO1 (stereo not given) | -5% | 9% | -2% | 1 | i | 3% | -8%
CN(Cc1ccc2nsnc2c1)C(=O)c1ccc(CCC(C)(C)O)cc1 | 1% | -7% | ? | 21 | 3% | -6% | -29%
CCOC(=O)c1sc2ccccc2c1S(=O)(=O)Nc1ccc(N(C)C)cc1 | . | 65%[activator] | . | -20 | . | -7% | .
COc1ccccc1CC(=O)NCc1nnc2cc(-c3nc(C)no3)ccn12 | 1% | 16% | i | 15 | i | -3% | i
Cc1cccc(OCCc2noc(C3CCCN3C(=O)c3n[nH]c(=O)c4ccccc34)n2)c1 (stereo not given) | 2% | -9% | 40µM* | 22 | -3% | -5% | ?
O=C(c1ccc(Cl)cc1)N1CCN(c2cc(-c3ccc(Cl)cc3)[nH]n2)CC1 | 1% | ? | 40µM* | -15 | i | -17% | 32µM*
Cn1cc(-c2cc(=O)c3ccnc(-c4cccc5[nH]ccc45)c3o2)cn1 | -7%[172 µM] | 59%[activator][87.6 µM] | ? | -17 | 0%[88.5 µM] | -3%[87.6 µM] | ?
CCOC(=O)c1ccc(NC(=O)c2oc3ccc4c(c3c2C)C(=O)CC(C)(CC)O4)cc1 (stereo not given) | . | 244%[activator] | . | 2 | . | -4% | .
Cc1cc(-c2ccc(S(=O)(=O)Nc3ccc(Cl)cc3)cc2)on1 | . | -28% | . | -7 | . | -2% | .
Cc1c(Cl)cccc1NC(=O)CSc1nc(=O)n(CCN2CCOCC2)c2c1CCC2 | . | -2% | . | 14 | . | 3% | .
O=C1CCN(C(=O)[C@@H]2CCCN2S(=O)(=O)c2cccc3cccnc23)CCCCCCN1 | -8% | 24% | i | -2 | ? | -2% | -8%
CCOC(=O)c1cc(-c2ccc(F)cc2)n(CC(=O)NC2CCCCCC2)c1C | . | -11% | . | 9 | . | -14% | .
Cc1cc(C(=O)N2CC[C@H](NC(=O)c3snnc3C)C[C@H]2C(=O)N[C@@H](Cc2cccs2)C(N)=O)n(C)n1 | 14% | ? | i | 0 | i | 0% | i
O=C(Nc1cccc(C(F)(F)F)c1)N[C@H]1CO[C@H]2[C@@H]1OC[C@@H]2n1nnnc1-c1ccc2c(c1)OCO2 | -24% | ? | 40µM* | -6 | i | -12% | 32µM*
CC(C)c1ccc(NC(=O)CCCc2nc(-c3ccc(Cl)cc3)no2)cc1 | . | 30% | . | 7 | . | -1% | .
CC1=C(C(=O)Nc2ccccc2)C(c2cccs2)n2nc(SCc3ccccc3)nc2N1 (stereo not given) | . | ? | . | 7 | . | -3% | .
CCc1cccc(NC(=O)CCc2c(C)nc3c(c2C)c(=O)n(C)c(=O)n3C)c1 | . | 50% | . | -11 | . | 7% | .
COc1cc(Cl)c(C)cc1NC(=O)c1cnn(-c2ccc(F)cc2F)c1C1CCN(C(=O)OC(C)(C)C)CC1 | . | -13% | . | -23 | . | 0% | .
O=C(CC1Cc2ccccc2C1)N1CCN(CCO)CC(O)C1 (stereo not given) | 6% | -8% | -2% | -8 | -6% | 4% | i
O=S1(=O)c2ccccc2N(Cc2ccc(F)cc2)c2ccccc21 | . | -16% | . | 6 | . | -9% | .
COCCNC(=O)C1COC2(CCN(C(=O)c3ccc(Cl)cc3)CC2)N1C(=O)c1ccccc1C (stereo not given) | -1% | 1% | -8% | 0 | i | -1% | -16%
Cc1nnc(-c2cc(-c3ccccc3Oc3ccccc3)ccn2)n1CCN1CCOCC1 | 3% | 10% | ? | -9 | ? | -1% | ?
CN(Cc1ccc(C(F)(F)F)cc1)Cc1cccn1C | -10%[172 µM] | 9%[87.6 µM] | -11%[172 µM] | 6 | ? | 10%[87.6 µM] | -27%[138 µM]
Cn1nc2n(c1=O)CCN(S(=O)(=O)c1ccc(C#N)cc1)CC2 | 8% | -15% | 1% | -13 | 0% | -1% | i
COCC(=O)N1CCOC[C@H](Oc2ccc(C(F)(F)F)cc2)C1 | -13%[172 µM] | -10%[87.6 µM] | -20%[172 µM] | 9 | i | 11%[87.6 µM] | -9%[138 µM]
c1cnc(N2CCN(Cc3ccc4c(c3)OCO4)CC2)nc1 | . | ? | . | 15 | -3%&3% | 5% | .
Cc1ccc(-c2noc(CSc3nnc(-c4ccc(Cl)cc4)n3C)n2)cc1 | . | 30% | . | -14 | . | -1% | .
CC(C)(C)C(=O)N1CC[C@@H](CC(=O)O)[C@@H](CCN2CCN(c3cccc(C(F)(F)F)c3)CC2)C1 | -2% | -3% | 4% | -9 | 1% | 3% | ?
COCC(=O)N[C@@H]1CN(Cc2ccc(C)s2)CC[C@@H]1c1n[nH]c(C)n1 | 7% | 4% | ? | 26 | -6% | -3%[12.5 µM] | -6%
Cc1cc(C)n(-c2ccc(NC(=O)C3CCCCN3C(=O)c3ccc[n+]([O-])c3)cc2)n1 (stereo not given) | -9% | ? | ? | 12 | i | 0% | i
COCCNC(=O)[C@@H]1C[C@H](Oc2ccccc2)CN1C(=O)c1ccc(OC)nc1OC | -12% | -8% | -1% | -1 | -9% | ? | -8%
CCOc1ccccc1-c1nc(C2CC(=O)N(c3ccc(C)cc3)C2)no1 (stereo not given) | -12% | -10% | ? | -12 | i | 5% | ?
COC(=O)c1ccc(CNC(=O)CC2c3cccnc3C(=O)N2c2ccccc2)cc1 (stereo not given) | . | 4%[25.6 µM] | ? | -5 | 0%[27.3 µM] | -3%[23.9 µM] | -20%[46.1 µM]
Cc1ccc(C2Cn3nnc(-c4noc(-c5nn(C)c6ccccc56)n4)c3CO2)cc1 (stereo not given) | 0% | 1% | 3% | -13 | i | -5% | -3%
Cc1nn(-c2ccc(C(C)C)cc2)c(C)c1[C@@H]1C=C[C@@H](NC(=O)Nc2ccccc2)C1 | 3.5µM* | 11%[87.6 µM] | 40µM* | -10 | -2%[88.5 µM] | ? | 50µM*
C[C@@H]1CCN(C(=O)[C@H](CCCN=C(N)N)NS(=O)(=O)c2cccc3c2NC[C@H](C)C3)[C@@H](C(=O)O)C1 | . | -27%[25.6 µM] | . | 1 | i | -8%[23.9 µM] | .
COc1ccc(C(CC(=O)N2CCCC2)c2cn(Cc3ccccc3)c3ccccc23)cc1OC (stereo not given) | -16% | ? | ? | 36 | 3% | -20% | ?
CCn1ccc(C(=O)N2CCC(C3CCN(C(C)=O)CC3)C2)n1 (stereo not given) | . | 5% | 0% | -11 | 1% | 10% | -13%
Cc1cc(Cl)ccc1S(=O)(=O)NC1CCc2nn(C)c(=O)n2CC1 (stereo not given) | 3% | -8% | -3% | 9 | i | 8% | -14%
CCC(=O)N1CCc2cc(S(=O)(=O)NC(Cc3ccccc3)C(=O)NCc3ccccc3)ccc21 (stereo not given) | . | -8% | . | 21 | . | 8% | .
Cn1cncc1C(=O)N1CC(F)(F)C[C@H]1c1nc(C2CC2)no1 | -14% | -8% | -11% | -3 | -31% | 1% | -7%
COC(=O)N1CCN(c2nccc(Nc3ccccc3Cl)n2)CC1 | . | 132%[activator] | ? | 17 | -13% | 9% | ?
Cc1cc(C)n(CCC(=O)NC2CCCN(c3cc(-c4ccc(Cl)cc4)[nH]n3)C2)n1 (stereo not given) | -21% | 1% | ? | 13 | i | ? | ?
COc1ccccc1C(=O)Nc1ccc(OCc2cc(=O)n3cc(C)sc3n2)cc1 | . | 12% | . | -5 | . | -4% | .
Cc1ccc(Nc2nnc(-c3ccc(C)c(S(=O)(=O)N4CCOCC4)c3)c3ccccc23)c(C)c1 | . | 21% | . | -1 | . | 4% | .
CCCCc1nc(Cl)c(CO)n1Cc1ccc(-c2ccccc2-c2nnn[nH]2)cc1 | . | . | . | 21 | 4% | -6% | .
CCc1ccc(NC(=O)N(C)CC2CCOC2)cc1 (stereo not given) | ? | 105%[activator] | 6% | 18 | i | 0% | -4%
CC1=Nc2cc(C(=O)N3CCC(C)CC3)ccc2Sc2ccc(Cl)cc21 | . | -3% | . | 4 | . | ? | .
O=S(=O)(NCC(c1ccco1)N1CCN(c2ccccc2)CC1)c1cc(F)ccc1F (stereo not given) | . | 4% | . | 1 | . | 1% | .
CC(NC(=O)c1ccc(Cn2c(SCc3ccccc3)nc3cccnc32)cc1)c1ccccc1 (stereo not given) | . | -4% | . | -8 | . | 3% | .

Single records (already shown). Values in the order: FLuc inh, SNCA expr inh, HEK cytotox, IP6K1 inh, GPT2 inhibitor, SNCA viab count, 3T3 cytotox
O=S(=O)(NCC(c1ccco1)N1CCN(c2ccccc2)CC1)c1cc(F)ccc1F (stereo not given) across the screens: ., 4%, ., 1, ., 1%, .
COC(=O)N1CCN(c2nccc(Nc3ccccc3Cl)n2)CC1 across the screens: ., 132%[activator], ?, 17, -13%, 9%, ?
COc1ccccc1C(=O)Nc1ccc(OCc2cc(=O)n3cc(C)sc3n2)cc1 across the screens: ., 12%, ., -5, ., -4%, .
CC(NC(=O)c1ccc(Cn2c(SCc3ccccc3)nc3cccnc32)cc1)c1ccccc1 (stereo not given) across the screens: ., -4%, ., -8, ., 3%, .

Additional entries.
SMILES | FLuc inh | SNCA expr inh | HEK cytotox | IP6K1 inh | GPT2 inhibitor | SNCA viab count | 3T3 cytotox
COc1ccccc1-c1noc(-c2ccc(NCc3cccnc3)c([N+](=O)[O-])c2)n1 | . | 86%[activator] | . | -3 | . | 2% | .
Cc1cc2c(cc3c(SCc4cccc(F)c4)nnc(C)n32)o1 | . | 101%[activator] | . | 4 | . | -7% | .
COc1cccc(CNC(=O)c2c(O)nc3ccccn3c2=O)c1 | . | 20% | . | -1 | . | -16% | .
Cc1cc(C)cc(C(=O)Nc2ccc(-c3nnc4n3CCCC4)cc2)c1 | -7% | -12% | -5% | 5 | i | -13% | -19%
Cc1ccc(OCCn2c(CNc3cccc(C)c3)nc3ccccc32)cc1 | . | 16% | . | 2 | . | -6% | .
CC(C)n1c(C2CCN(C(=O)CN3CCCCCC3)CC2)nn(C)c1=O | 0% | -12% | i | -12 | i | 7% | -7%
OCCOCCN1CCN(C2=Nc3ccccc3Sc3ccccc32)CC1 | . | -10%[25.6 µM] | . | 6 | i | 14%[23.9 µM] | .

Screens as filed in PubChem.
